Screens: PubChem, National Center for Advancing Translational Sciences (NCATS)
IMPase inh = membrane-permeable compound that blocks inositol monophosphatase. P97697. CHO-M1 cells, IP1 accumulation, HTRF TR-FRET ratio. inhibition (IP1 accumulation), % at 46.1 µM. 120,000 tested, under 10 active. AID 901; active = well fitted curve in the direction sought with a large enough effect in the signal ratio, not every such curve was filed as active; inconclusive = small, poorly fitted or top-dose-only effect, or a change in a side signal; inactive = no such curve, though single readings can be large or run the other way; the % refers to the signal ratio;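 also: cells stimulated with carbachol in lithium chloride buffer; plate controls were DMSO basal wells for no effect and reference inhibitor wells for full effect; higher means more IMPase inhibition seen as more IP1 and lower FRET ratio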
Target sequence (P97697 whole entry, looked up): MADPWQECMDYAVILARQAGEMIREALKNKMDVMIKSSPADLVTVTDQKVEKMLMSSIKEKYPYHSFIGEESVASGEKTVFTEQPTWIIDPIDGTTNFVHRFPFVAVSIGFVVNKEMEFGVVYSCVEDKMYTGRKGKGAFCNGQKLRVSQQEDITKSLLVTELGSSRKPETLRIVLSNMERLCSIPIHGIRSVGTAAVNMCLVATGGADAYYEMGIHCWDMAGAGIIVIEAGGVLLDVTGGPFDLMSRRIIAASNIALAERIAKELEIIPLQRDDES
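Carbachol-driven Gq signalling in CHO-M1 cells (2000/well) generates IP1. Compounds that block IMPase raise IP1 and so reduce the FRET signal from Eu-anti-IP1 and d2-IP1 after a 10 min room-temperature lysis.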
PNC assembly inh = inhibitors of perinucleolar compartment assembly | PC3M PTB-GFP, PNC prevalence imaging, 16 h; active compounds read low | activity change (PNC), negative = inhibition, % at 10 µM | hit rate 3.1% among 140,000 | AID 2417;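 active = readout at or below -70, meaning at least 70% loss of cells showing the perinucleolar compartment, a nuclear body marking cancer cells; inconclusive = readout between -30 and a set limit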;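 also: plate controls were DMSO wells for no effect and camptothecin positive control wells for full effect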
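PC3M cells stably expressing PTB-GFP, 750–1000 cells/well, treated 16 h at 37 °C with compound (23 nl of library stock), in duplicate. After paraformaldehyde fixation and Hoechst stain, imaged at 20x; PNC prevalence scored by image analysis.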
ALOX15B inhib = inhibitors of human 15-lipoxygenase 2 (ALOX15B); Potency, µM (top dose mostly 57.1 µM), for inactives: at the top dose activity change, negative = inhibition, actives largely listed as inhibitors; O15296; hit rate 0.56% among 110,000; purified 15hLO-2, xylenol orange hydroperoxide absorbance; also: potency is read from the fitted curve at half-maximal effect; nearly all actives have a fitted effect of over 60% in size; many of its hits are not listed in these tables
Target sequence (O15296 whole entry, looked up): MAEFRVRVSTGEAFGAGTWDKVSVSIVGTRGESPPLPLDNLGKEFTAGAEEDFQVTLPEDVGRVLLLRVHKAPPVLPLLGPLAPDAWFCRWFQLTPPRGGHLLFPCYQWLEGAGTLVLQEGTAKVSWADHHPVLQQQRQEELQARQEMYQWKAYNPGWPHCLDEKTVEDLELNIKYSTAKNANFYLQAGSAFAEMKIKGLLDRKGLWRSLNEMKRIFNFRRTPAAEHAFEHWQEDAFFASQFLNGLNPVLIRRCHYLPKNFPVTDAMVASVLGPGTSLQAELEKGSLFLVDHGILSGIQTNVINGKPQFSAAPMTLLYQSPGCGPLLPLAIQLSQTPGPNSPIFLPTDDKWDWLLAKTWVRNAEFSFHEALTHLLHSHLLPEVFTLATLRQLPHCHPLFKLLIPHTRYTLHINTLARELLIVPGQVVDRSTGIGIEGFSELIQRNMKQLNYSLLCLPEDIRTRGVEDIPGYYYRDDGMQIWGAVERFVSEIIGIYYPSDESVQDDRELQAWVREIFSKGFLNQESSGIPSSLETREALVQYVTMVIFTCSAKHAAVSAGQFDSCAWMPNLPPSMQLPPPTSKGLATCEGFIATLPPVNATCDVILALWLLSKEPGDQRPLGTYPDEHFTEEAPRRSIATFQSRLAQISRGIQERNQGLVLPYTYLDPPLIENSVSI
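Read-out: hydroperoxide product oxidises ferrous iron, measured as xylenol orange complex via the 573-to-405 nm absorbance ratio after 30 min. Reaction: 50 nM enzyme, 15 min compound preincubation, 45 uM arachidonic acid, 90 min RT, Hepes pH 7.5 with Triton X-100.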
12-hLO inh = blocks human 12-lipoxygenase activity; P18054; purified 12-hLO, xylenol orange hydroperoxide absorbance; Potency, µM (titrated, usually from 57.1 µM), for inactives: at the top dose activity change, negative = inhibition, actives largely listed as inhibitors; hit rate 0.12% among 150,000; also: potency is read from the fitted curve at half-maximal effect; nearly all actives have a fitted effect of over 55% in size; many of its hits are not listed in these tables
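Hydroperoxide formation by human 12-lipoxygenase from 40 uM arachidonic acid was followed colorimetrically via ferric-xylenol orange complex, using the 573/405 nm absorbance ratio. Enzyme concentration was 150 nM, with 30 min reaction at room temperature.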
* hit, by the source's call; [ ] = dose if it differs, or a comment. Unless noted, calls follow the shape of the dose curve; as a rule, active = well fitted curve in the direction sought with a large enough effect; inconclusive = small, poorly fitted or top-dose-only effect, or another doubt; inactive = no such curve, though single readings can be large; an effect the other way counts as inactive or inconclusive. Unless noted, % is scaled to controls: 0 for no effect and ±100 for the full control effect.

What do the screens show for `Cc1cc(C)cc(NC(=O)OCCN2CCN(Cc3ccccc3)CCC2=O)c1`?
PNC assembly inh: -11; ALOX15B inhib: 30%[activator][0.0915 µM]; 12-hLO inh: -1%[0.00818 µM]

Results for CC1=C(C(=O)N2CCCCC2)C(c2cccs2)C2=C(CCCC2=O)N1 (stereo not drawn) ?
IMPase inh: -1; PNC assembly inh: -29; ALOX15B inhib: 4%; 12-hLO inh: 22%

What do the screens show for `CCn1c(=O)[nH]c2cc(Cl)c(Cl)cc21`?
IMPase inh: -4; ALOX15B inhib: 6%; 12-hLO inh: -7%

Results for CCOC(=O)c1c(Cc2cccc(Cl)c2)c[nH]c1C ?
IMPase inh: -1; PNC assembly inh: -9; 12-hLO inh: -2%

How did CCCCC(=O)Nc1ccc(C(=O)N2CCN(c3ccccc3OC)CC2)cc1 do in these assays?
IMPase inh: -7; PNC assembly inh: 24; ALOX15B inhib: 6%; 12-hLO inh: -2%

How did CCCn1nnnc1NCc1ccc(N2CCCC2)cc1 do in these assays?
IMPase inh: 15; PNC assembly inh: 20; 12-hLO inh: -1%

What do the screens show for `CCOC(=O)C1CCN(C(c2ccc(OC)c(OC)c2)c2sc3nc(C)nn3c2O)CC1` (stereo not drawn)?
IMPase inh: 0; PNC assembly inh: 18; 12-hLO inh: -4%

What do the screens show for `CN(CC(=O)Nc1nc2ccccc2s1)S(=O)(=O)c1ccc(Br)cc1`?
IMPase inh: 7; PNC assembly inh: inconclusive; ALOX15B inhib: -6%; 12-hLO inh: -25%

Results for CCCCc1ccc(-c2c(C#N)c(N)nc3c2CCCC3)s1 ?
IMPase inh: 1; PNC assembly inh: 61; ALOX15B inhib: -3%; 12-hLO inh: 4%

How did Cc1onc(-c2ccccc2)c1C(=O)Nc1ccon1 do in these assays?
IMPase inh: 7; PNC assembly inh: 24; ALOX15B inhib: 2%; 12-hLO inh: 2%

6 neighbouring compounds already listed, for reference:
How did CCCCC(=O)Nc1ccc(C(=O)N2CCN(c3ccccc3OC)CC2)cc1 do in these assays?
IMPase inh: -7; PNC assembly inh: 24; ALOX15B inhib: 6%; 12-hLO inh: -2%

How did CCCn1nnnc1NCc1ccc(N2CCCC2)cc1 do in these assays?
IMPase inh: 15; PNC assembly inh: 20; 12-hLO inh: -1%

What do the screens show for `CCOC(=O)C1CCN(C(c2ccc(OC)c(OC)c2)c2sc3nc(C)nn3c2O)CC1` (stereo not drawn)?
IMPase inh: 0; PNC assembly inh: 18; 12-hLO inh: -4%

What do the screens show for `CN(CC(=O)Nc1nc2ccccc2s1)S(=O)(=O)c1ccc(Br)cc1`?
IMPase inh: 7; PNC assembly inh: inconclusive; ALOX15B inhib: -6%; 12-hLO inh: -25%

Results for CCCCc1ccc(-c2c(C#N)c(N)nc3c2CCCC3)s1 ?
IMPase inh: 1; PNC assembly inh: 61; ALOX15B inhib: -3%; 12-hLO inh: 4%

How did Cc1onc(-c2ccccc2)c1C(=O)Nc1ccon1 do in these assays?
IMPase inh: 7; PNC assembly inh: 24; ALOX15B inhib: 2%; 12-hLO inh: 2%

The list continues:
Results for CCOC(=O)c1ccc(NC(=O)C2=C(C)Nc3nc(CCCO)nn3C2c2cccc(C)c2)cc1 (stereo not drawn) ?
IMPase inh: -1; PNC assembly inh: 8; ALOX15B inhib: 4%; 12-hLO inh: -2%

How did N#C/C(=C\Nc1ccc2c(c1)OCCO2)c1nc(-c2ccccc2)cs1 do in these assays?
PNC assembly inh: 2; 12-hLO inh: -3%

How did COc1ccc2nc(C)cc(N3CC(C)OC(C)C3)c2c1 (stereo not drawn) do in these assays?
IMPase inh: -9; PNC assembly inh: 9; ALOX15B inhib: 0%; 12-hLO inh: 6%

How did Cc1nc(CC(=O)N2CCN(c3cccc(C)c3C)CC2)cs1 do in these assays?
IMPase inh: -4; PNC assembly inh: inconclusive; ALOX15B inhib: -10%; 12-hLO inh: -7%

Results for N#Cc1cnn2c(-c3ccccc3)ccnc12 ?
IMPase inh: -4; PNC assembly inh: -28; ALOX15B inhib: 0%; 12-hLO inh: -5%

What do the screens show for `COc1cccc(NC(=O)CSC2=C(C#N)C(c3ccco3)C3=C(CCCC3=O)N2)c1` (stereo not drawn)?
IMPase inh: 16; PNC assembly inh: 13; ALOX15B inhib: -9%; 12-hLO inh: -2%

Results for COc1ccc(CNc2nc3nc(C)cc(C)n3n2)cc1OC ?
IMPase inh: -8; PNC assembly inh: -12; ALOX15B inhib: 1%; 12-hLO inh: 4%

What do the screens show for `CC(=O)Nc1ccc(NC(=O)C2CC(=O)N=C(N)S2)cc1` (stereo not drawn)?
IMPase inh: -1; PNC assembly inh: inconclusive; ALOX15B inhib: -4%; 12-hLO inh: 11%

Results for O=C(CSc1nnc(Cc2cccs2)n1C1CCCCC1)N1CCN(C(=O)c2ccco2)CC1 ?
IMPase inh: inconclusive; PNC assembly inh: -15; ALOX15B inhib: -9%; 12-hLO inh: 5%

How did C=CCOC(=O)C1=C(C)NC(=O)NC1c1ccc(OC(=O)c2ccco2)c(OC)c1 (stereo not drawn) do in these assays?
IMPase inh: -1; PNC assembly inh: 12; ALOX15B inhib: 2%; 12-hLO inh: 0%

How did CC12CCC(C(=O)N3CCCc4ccccc43)(OC1=O)C2(C)C (stereo not drawn) do in these assays?
PNC assembly inh: -20; 12-hLO inh: 1%

How did COc1cc2c(cc1OC)C(c1cccc(OC)c1OC)CC(=O)N2 (stereo not drawn) do in these assays?
IMPase inh: 1; PNC assembly inh: inconclusive; ALOX15B inhib: -1%; 12-hLO inh: -5%

Results for CCOc1ccc(NC(=O)N(CCC(C)C)C(C)c2ccco2)cc1 (stereo not drawn) ?
IMPase inh: 10; PNC assembly inh: 24; ALOX15B inhib: -4%; 12-hLO inh: 1%

How did CCN(CC)CC(=O)N(CC(=O)Nc1c(C)cc(C)cc1C)C1CCCCC1 do in these assays?
IMPase inh: inconclusive; PNC assembly inh: 6; ALOX15B inhib: 7%; 12-hLO inh: 7%

What do the screens show for `CCN(Cc1ccccc1)Cc1cc(OC)cc(OC)c1`?
IMPase inh: 5; PNC assembly inh: 5; ALOX15B inhib: 8%; 12-hLO inh: -2%

Results for Cc1cccc(C)c1NC(=O)CSCc1cccc(CSCC(=O)Nc2c(C)cccc2C)n1 ?
IMPase inh: -3; PNC assembly inh: 28; ALOX15B inhib: 13%; 12-hLO inh: -2%

What do the screens show for `COc1ccc(-n2cnc3cc(N)ccc32)cc1`?
IMPase inh: -7[0.369 µM]; PNC assembly inh: -22; 12-hLO inh: 0%

What do the screens show for `CCOC(=O)c1c(N)sc2c1CCS(=O)(=O)C2`?
IMPase inh: 2; PNC assembly inh: -4; ALOX15B inhib: -3%; 12-hLO inh: -8%

What do the screens show for `O=C(O)c1ccc(Sc2nnc(-c3cccc(Br)c3)o2)c([N+](=O)[O-])c1`?
IMPase inh: -9; PNC assembly inh: 18; ALOX15B inhib: -17%; 12-hLO inh: -1%

How did Cc1ccccc1Nc1nc(N)nc(COC(=O)c2cccc(S(=O)(=O)N(C)C)c2)n1 do in these assays?
PNC assembly inh: -21; 12-hLO inh: 2%

Results for COc1cc2c(cc1OC)C(=S)NC(C)(C)C2 ?
IMPase inh: 9; PNC assembly inh: -7; ALOX15B inhib: -21%; 12-hLO inh: -14%

How did CSc1nnc(-c2ccccc2)n1C do in these assays?
IMPase inh: 1; PNC assembly inh: 184; 12-hLO inh: 2%

Results for CCCCCCCCCCCCCCCC(=O)NC(C)C ?
IMPase inh: 1; ALOX15B inhib: 22%; 12-hLO inh: -2%

What do the screens show for `C=CCNc1sc(C(=O)c2ccc(C)cc2)c(N)c1C#N`?
IMPase inh: -5; PNC assembly inh: 51; ALOX15B inhib: -3%; 12-hLO inh: -16%

What do the screens show for `O=C(Nc1cccnc1)c1ccco1`?
IMPase inh: -9; PNC assembly inh: 37; ALOX15B inhib: 18%; 12-hLO inh: 6%

Results for COc1ccc(OC)c2sc(NC(=O)c3ccc(Br)s3)nc12 ?
IMPase inh: -8; PNC assembly inh: -20; ALOX15B inhib: -5%; 12-hLO inh: 6%

What do the screens show for `CCCOc1ccc(-c2nc(OC)c3ccccc3n2)cc1`?
IMPase inh: 8; PNC assembly inh: 32; ALOX15B inhib: -2%; 12-hLO inh: 6%

Results for CCn1nc(C(=O)OCC(=O)c2cc(C)n(Cc3cccs3)c2C)c2ccccc2c1=O ?
IMPase inh: 8; PNC assembly inh: 8; ALOX15B inhib: -14%; 12-hLO inh: -3%

What do the screens show for `COc1ccccc1NC(=O)C1=C(C)Nc2nnnn2C1c1ccccn1` (stereo not drawn)?
IMPase inh: 3; PNC assembly inh: -25; ALOX15B inhib: -5%; 12-hLO inh: 3%

Results for NC(=O)c1ccc(-c2ccc(Br)cc2)o1 ?
IMPase inh: inconclusive; PNC assembly inh: inconclusive; ALOX15B inhib: 0%; 12-hLO inh: -21%

How did CCOC(=O)N1CCN(C(=O)c2ccc(C)c(S(=O)(=O)Nc3cccc(C)c3C)c2)CC1 do in these assays?
IMPase inh: 20; PNC assembly inh: 15; ALOX15B inhib: 0%; 12-hLO inh: -3%

What do the screens show for `C=CCOc1c2ccc(C(=O)NCCc3ccc(C)cc3)cc2nn1C`?
IMPase inh: -7; PNC assembly inh: 93; ALOX15B inhib: -4%; 12-hLO inh: -7%

Results for Cc1noc(C)c1-c1cc(NC2CC2)ncn1 ?
ALOX15B inhib: 3%; 12-hLO inh: -7%

What do the screens show for `N#CC1=C2N=C(N)c3c(sc4c3CCCCC4)N2C2=C(C(=O)CCC2)C1c1ccccc1` (stereo not drawn)?
IMPase inh: 0; PNC assembly inh: 17; ALOX15B inhib: -9%; 12-hLO inh: -15%

What do the screens show for `CN1CCN(C(=O)/C(=C\c2cccs2)NC(=O)c2ccco2)CC1`?
PNC assembly inh: -2; 12-hLO inh: -1%

How did CCCCC(CCCC)=N/N=C/c1c(O)n(CC)c2cc(C3=NNC(=O)CC3)ccc12 do in these assays?
IMPase inh: 6; PNC assembly inh: 38; 12-hLO inh: 1%

What do the screens show for `CC(=O)Nc1nc(-c2ccc(Cl)cc2)nc(C)c1C(C)=O`?
IMPase inh: -4; PNC assembly inh: 37; ALOX15B inhib: 3%; 12-hLO inh: 3%

How did COc1ccc2c(=O)c3c(=O)n(Cc4ccco4)c(-c4ccco4)nc3oc2c1 do in these assays?
IMPase inh: -2; PNC assembly inh: 10; ALOX15B inhib: -17%; 12-hLO inh: -13%

What do the screens show for `Cc1ccnc(NS(=O)(=O)c2ccc(NS(=O)(=O)c3ccccc3)cc2)n1`?
IMPase inh: -8; PNC assembly inh: -100*; 12-hLO inh: 12%

How did O=S(=O)(c1cccc2nsnc12)N1CCCC1 do in these assays?
IMPase inh: 3; PNC assembly inh: inconclusive; ALOX15B inhib: -6%; 12-hLO inh: -4%

Results for CCOC(=O)c1cnc2ccc(C)cc2c1OCc1cc(F)cc(F)c1 ?
IMPase inh: 11; PNC assembly inh: 5; ALOX15B inhib: -5%; 12-hLO inh: -4%

Results for CCOC(=O)c1cn(-c2ccccc2CO)c2c(F)c(F)c(F)cc2c1=O ?
IMPase inh: 21; PNC assembly inh: 107; ALOX15B inhib: -5%; 12-hLO inh: 5%

Only part of the results is shown, so the mix of outcomes need not match the whole.
